High-throughput results (PubChem)
CendR NRP1 mod = modulators of CendR peptide binding to NRP-1, primary screen, biochemical, fluorescence polarization, uHTS. Neuropilin-1 (Homo sapiens), O14786. FAM-RPARPAR peptide binding to NRP-1. inhibition, % at 25 µM. actives 0.85% (n = 360,000);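 active = inhibition or corrected inhibition above about 18%, plus a signal ratio from 0.5 to 1.5, limit read from the data, passing the limit was not always enough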; also: strong numbers were not always called active
STEP inh = STEP phosphatase inhibitors, primary screen, biochemical, fluorescence intensity, uHTS; Tyrosine-protein phosphatase non-receptor type 5 (Homo sapiens), P54829; recombinant STEP, OMFP fluorogenic substrate; inhibition, % at 20 µM; actives 0.25% (n = 360,000);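 active = inhibition at 20 µM, scaled per plate between control wells, above about 37%, limit read from the data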;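 also: 0% = DMSO with enzyme and substrate and 100% = substrate only without enzyme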
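Also added – OMFP at 25 µM · Test system – STEP tyrosine phosphatase · Technique – FITC-channel fluorescence of OMFP product · Schedule – 20 min at room temperature, dark · Evaluation – control-normalized % inhibition with plate pattern correction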
SKN-1 block = suppressors of acrylamide-induced Pgst-4::GFP reporter in worms, primary screen, SKN-1 inhibitor project, whole organism, uHTS, GFP/RFP fluorescence ratio, strain VP596; actives 0.49% (n = 360,000); inhibition, % at 21.8 µM; C. elegans VP596 Pgst-4::GFP/RFP ratio, 24 h;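 active = interference check ratio from 0.5 to 1.5 plus GFP to RFP signal ratio inhibition reaching or exceeding a fixed threshold, cut at about 30% in these data, passing the limit was not always enough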; also: some compounds called inactive have numbers as strong as hits
Neddyl block = inhibitors of cullin neddylation, primary screen, biochemical, TR-FRET, uHTS, NAE and Ubc12; NEDD8-conjugating enzyme Ubc12 (Homo sapiens) + NEDD8-activating enzyme E1 regulatory …; calls only at 25 µM; actives 0.58% (n = 360,000); AID 651699, 2012; in the data active = inhibition above about 36%
Target sequence (P61081 whole entry, looked up): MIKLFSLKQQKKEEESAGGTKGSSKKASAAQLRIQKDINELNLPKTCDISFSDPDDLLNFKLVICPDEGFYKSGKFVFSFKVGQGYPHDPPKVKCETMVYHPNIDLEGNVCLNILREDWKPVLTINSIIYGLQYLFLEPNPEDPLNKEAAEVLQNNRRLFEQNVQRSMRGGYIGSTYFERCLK
Target sequence (Q13564 whole entry, looked up): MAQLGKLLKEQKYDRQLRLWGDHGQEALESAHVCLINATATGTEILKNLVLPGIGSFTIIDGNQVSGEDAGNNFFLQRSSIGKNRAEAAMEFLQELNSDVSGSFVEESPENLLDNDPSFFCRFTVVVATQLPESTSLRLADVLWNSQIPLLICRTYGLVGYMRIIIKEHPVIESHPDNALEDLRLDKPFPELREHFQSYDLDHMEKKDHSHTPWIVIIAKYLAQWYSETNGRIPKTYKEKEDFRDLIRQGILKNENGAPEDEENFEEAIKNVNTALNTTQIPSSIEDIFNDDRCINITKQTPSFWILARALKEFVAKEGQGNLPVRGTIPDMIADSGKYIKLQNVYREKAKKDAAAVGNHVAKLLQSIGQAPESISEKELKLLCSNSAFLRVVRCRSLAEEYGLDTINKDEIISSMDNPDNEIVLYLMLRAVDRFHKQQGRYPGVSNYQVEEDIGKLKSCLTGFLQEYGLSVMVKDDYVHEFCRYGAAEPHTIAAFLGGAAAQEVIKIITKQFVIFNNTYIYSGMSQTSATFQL
SUMO1-SIM PPI = modulators of SUMO1 protein-protein interactions, primary screen, biochemical, uHTS; Small ubiquitin-related modifier 1 (Homo sapiens), P63165; SUMO1 binding to a labelled peptide, TR-FRET, 1 h; inhibition, % at 20 µM; actives 0.33% (n = 360,000); AID 602429, 2012; in the data active = inhibition above about 37%
Target sequence (P63165 whole entry, looked up): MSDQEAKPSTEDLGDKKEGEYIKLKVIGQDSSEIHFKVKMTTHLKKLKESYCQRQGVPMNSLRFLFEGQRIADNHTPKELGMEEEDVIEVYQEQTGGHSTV
Tb MetRS inh = T. brucei MetRS inhibitors, primary screen, biochemical, luminescence; methionyl-tRNA synthetase (Trypanosoma brucei brucei); purified T. brucei MetRS, ATP depletion, Kinase-Glo luminescence; actives 0.4% (n = 360,000); inhibition, % at 11.9 µM;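 active = inhibition above a per-plate cutoff of the control wells' mean inhibition plus 3 SD, cut at about 5.5% in these data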;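 also: 0% = DMSO wells median and 100% = median of wells with control inhibitor compound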
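technique = Kinase-Glo luminescence, ATP depletion format | system = purified MetRS (methionyl-tRNA synthetase) enzyme from Trypanosoma brucei | timing = 15 min preincubation, 2 h reaction, all 25 °C | evaluation = percent inhibition versus plate control medians | dosing = single dose, 11.9 µM final nominal, 0.9% final DMSO | also added = substrates ATP, L-methionine and bulk Escherichia coli tRNA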
DNMT1 inh = human DNMT1 methyltransferase inhibitors, primary screen, biochemical, molecular beacon, fluorescence, HinP1I cleavage, uHTS. inhibition (reported as % activation of signal), % at 10 µM. actives 0.83% (n = 360,000); in the data active = inhibition above about 50%
Scp1 inh = Scp-1 phosphatase inhibitors, primary screen, biochemical, colorimetric, uHTS. Carboxy-terminal domain RNA polymerase II polypeptide A small phosphatase 1 (Homo …. Recombinant Scp1, phosphopeptide, malachite green phosphate absorbance. inhibition, % at 20 µM. actives 0.88% (n = 340,000). AID 493091, 2011;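 active = inhibition above about 50% at 20 µM, limit read from the data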;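 also: plate controls were DMSO wells with enzyme for no effect and wells lacking enzyme for full effect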
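Incubation: 45 min enzyme reaction at room temperature / System: truncated SCP-1 phosphatase (76-261aa) / Reagent: Phospho 17-mer peptide substrate / Buffer or medium: Acidic Tris acetate buffer with magnesium and detergent / Signal: absorbance at 630 nm / Doses: one concentration, 20 µM, with 1.0% DMSO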
LMPTP inh = LMPTP phosphatase inhibitors, primary screen, biochemical, fluorescence intensity, uHTS. Low molecular weight phosphotyrosine protein phosphatase (Homo sapiens), P24666. recombinant LMPTP-A, OMFP fluorogenic substrate. inhibition, % at 20 µM. actives 0.22% (n = 360,000). AID 651560, 2012;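 active = compounds that cut the enzyme signal by at least half of the control window in the single-dose screen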;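 also: plate controls were DMSO wells with enzyme plus substrate for no effect and substrate without enzyme for full effect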
Target sequence (P24666 whole entry, looked up): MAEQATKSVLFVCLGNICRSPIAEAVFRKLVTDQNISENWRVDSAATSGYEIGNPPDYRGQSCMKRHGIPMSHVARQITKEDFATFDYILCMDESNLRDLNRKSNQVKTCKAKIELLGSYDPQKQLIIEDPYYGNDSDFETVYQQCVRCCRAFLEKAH
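test system = LMPTP-A | amount = 0.625 nM LMPTP-A final | reagent = fluorogenic phosphatase substrate OMFP at 400 µM final | incubation = 50 min at room temperature | benchmarks = no-enzyme low control, uninhibited high control | medium = Bis-Tris pH 6.0, DTT, detergent | signal = fluorescence intensity of OMFP turnover product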
NadD inh = inhibitors of S. aureus NadD, primary screen, biochemical, colorimetric, uHTS; purified NadD enzyme, colorimetric absorbance read-out; AID 602399, 2012; inhibition, % at 20 µM; actives 0.78% (n = 360,000); Nicotinate-nucleotide adenylyltransferase NadD (Staphylococcus aureus N315); in the data active = inhibition above about 26%; also: some compounds past the cut are filed as inactive
An asterisk follows results filed as active.

`O=C1C2(c3ccccc3)CN3CN(C2)CC1(c1ccccc1)C3` gave CendR NRP1 mod 5, STEP inh 0, SKN-1 block 5, Neddyl block inactive, SUMO1-SIM PPI 0, Tb MetRS inh -0.6, DNMT1 inh 3, Scp1 inh 4, LMPTP inh -0.5 and NadD inh -2.
CN1C[C@H](CO)C[C@@H]2c3cccc4[nH]cc(c34)C[C@H]21 was read as CendR NRP1 mod 8, STEP inh 0, SKN-1 block -2, Neddyl block inactive, SUMO1-SIM PPI 0, Tb MetRS inh -0.6, DNMT1 inh -1, Scp1 inh -11, LMPTP inh -0.9 and NadD inh -2.
CC1(C)CSC(Nc2ccc(F)c(Cl)c2)=N1 was read as CendR NRP1 mod -5, STEP inh -3, SKN-1 block -16, Neddyl block inactive, SUMO1-SIM PPI 1, Tb MetRS inh 0.2, DNMT1 inh -1, Scp1 inh -3, LMPTP inh -0.4 and NadD inh -3.
`COC(=O)C1=C(c2ccc(-c3ccccc3)c(F)c2)C[C@@H]2CC[C@H]1N2C(=O)NCCc1ccccc1` gave CendR NRP1 mod 9, STEP inh 4, SKN-1 block -10, Neddyl block inactive, SUMO1-SIM PPI 2, Tb MetRS inh -0.2, DNMT1 inh -11, Scp1 inh -5, LMPTP inh 10 and NadD inh -12.
`O=C(c1ccccc1F)c1cn(Cc2ccccc2)c2ccccc12` gave CendR NRP1 mod -2, STEP inh -1, SKN-1 block 11, Neddyl block inactive, SUMO1-SIM PPI 1, Tb MetRS inh -0.6, DNMT1 inh 0, Scp1 inh -8, LMPTP inh 3.8 and NadD inh -2.
Screening CNCC(C)c1ccccc1 (configuration not stated) returned CendR NRP1 mod -6, STEP inh -3, SKN-1 block -12, Neddyl block inactive, SUMO1-SIM PPI 0, Tb MetRS inh -0.7, DNMT1 inh 1, Scp1 inh -10, LMPTP inh -1.3 and NadD inh -4.
Screening CC(=O)N(C1=NCCCS1)c1ccccc1Cl returned CendR NRP1 mod 2, STEP inh 2, SKN-1 block 13, Neddyl block inactive, SUMO1-SIM PPI -5, Tb MetRS inh -0.9, DNMT1 inh 0, Scp1 inh 7, LMPTP inh -0.6 and NadD inh 1.
For CC1([N+](=O)[O-])COP(=O)(NCc2cccnc2)OC1 (configuration not stated) the results were CendR NRP1 mod 9, STEP inh 0, SKN-1 block -2, Neddyl block inactive, SUMO1-SIM PPI 5, Tb MetRS inh 0.0, DNMT1 inh 4, Scp1 inh -5, LMPTP inh -1.2 and NadD inh 1.
For c1ccc2cc(C3N4CCCN34)ccc2c1 (configuration not stated) the results were CendR NRP1 mod -8, STEP inh 0, SKN-1 block 5, Neddyl block inactive, SUMO1-SIM PPI -5, Tb MetRS inh 0.6, DNMT1 inh 1, Scp1 inh -1, LMPTP inh 0.6 and NadD inh -4.
`Cc1cc(C)c2c(ccc3cccc[n+]32)c1` gave CendR NRP1 mod -19, STEP inh -4, SKN-1 block 17, Neddyl block inactive, SUMO1-SIM PPI 1, Tb MetRS inh -0.3, DNMT1 inh 18, Scp1 inh -4, LMPTP inh -1.1 and NadD inh -1.
`CC(=O)OC1(c2ccccc2)CCN(C)CC1(C)C` (configuration not stated) gave CendR NRP1 mod -1, STEP inh 3, SKN-1 block 3, Neddyl block inactive, SUMO1-SIM PPI 2, Tb MetRS inh -0.8, DNMT1 inh -2, Scp1 inh -8, LMPTP inh 0.5 and NadD inh 4.
`O=C(Nc1ccc(Cl)cc1)N1CC2CC(C1)c1cccc(=O)n1C2` (configuration not stated) gave CendR NRP1 mod 5, STEP inh -2, SKN-1 block -1, Neddyl block inactive, SUMO1-SIM PPI 6, Tb MetRS inh -0.3, DNMT1 inh 0, Scp1 inh -5, LMPTP inh 1.5 and NadD inh -4.
For COC(=O)C1=C(c2ccccc2)C[C@@H]2CC[C@H]1N2C(=O)NCCO the results were CendR NRP1 mod 3, STEP inh -2, SKN-1 block 4, Neddyl block inactive, SUMO1-SIM PPI 0, Tb MetRS inh -0.2, DNMT1 inh 4, Scp1 inh -10, LMPTP inh -2.0 and NadD inh -3.
Cc1cccc(C)c1-n1nnnc1C(CCc1ccccc1)N1CCC(n2c(=O)[nH]c3ccccc32)CC1 (configuration not stated) was read as CendR NRP1 mod -12, STEP inh 1, SKN-1 block 8, Neddyl block inactive, SUMO1-SIM PPI 2, Tb MetRS inh 0.2, DNMT1 inh -7, LMPTP inh 2.8 and NadD inh 30*.
`CSc1ncc(/C=C2/C(=O)NC(=O)N(C3CCCCC3)C2=O)cn1` gave CendR NRP1 mod -3, STEP inh -2, SKN-1 block 4, Neddyl block inactive, SUMO1-SIM PPI 2, Tb MetRS inh -0.4, DNMT1 inh -1, Scp1 inh -5, LMPTP inh -0.8 and NadD inh 2.
`O=C(CNC(=O)OCc1ccccc1)NCC(=O)Nc1ccc(Br)cc1C(=O)c1ccccc1` gave CendR NRP1 mod 6, STEP inh 0, SKN-1 block -12, Neddyl block inactive, SUMO1-SIM PPI 0, Tb MetRS inh -1.1, DNMT1 inh 8, Scp1 inh -2, LMPTP inh -2.9 and NadD inh -5.
Screening CS(=O)(=O)N1Cc2cnnn2-c2ccccc2C1C#N (configuration not stated) returned CendR NRP1 mod 9, STEP inh 2, SKN-1 block -8, Neddyl block inactive, SUMO1-SIM PPI -1, Tb MetRS inh -0.2, DNMT1 inh -6, Scp1 inh 8, LMPTP inh -0.8 and NadD inh 2.
COc1ccc(-n2nnnc2C(c2ccccc2)N2CCC3(CC2)C(=O)NCN3c2ccccc2)cc1 (configuration not stated) was read as CendR NRP1 mod 5, STEP inh 2, SKN-1 block -24, Neddyl block inactive, SUMO1-SIM PPI 8, Tb MetRS inh -0.7, DNMT1 inh -13, LMPTP inh 4.3 and NadD inh 8.
For O=[N+]([O-])c1ccc(N2CCCC2)c(F)c1Br the results were CendR NRP1 mod 2, STEP inh 3, SKN-1 block 14, Neddyl block inactive, SUMO1-SIM PPI -14, Tb MetRS inh 0.0, DNMT1 inh -1, Scp1 inh -13, LMPTP inh -0.1 and NadD inh 5.
`CC(=O)Cc1ccc(OC(C)C)cc1` gave CendR NRP1 mod 6, STEP inh 0, SKN-1 block 2, Neddyl block inactive, SUMO1-SIM PPI 0, Tb MetRS inh -0.3, DNMT1 inh 2, Scp1 inh -5, LMPTP inh -1.1 and NadD inh -7.

Structures shown so far that have bromine, in the order listed:
`O=C(CNC(=O)OCc1ccccc1)NCC(=O)Nc1ccc(Br)cc1C(=O)c1ccccc1` gave CendR NRP1 mod 6, STEP inh 0, SKN-1 block -12, Neddyl block inactive, SUMO1-SIM PPI 0, Tb MetRS inh -1.1, DNMT1 inh 8, Scp1 inh -2, LMPTP inh -2.9 and NadD inh -5.
For O=[N+]([O-])c1ccc(N2CCCC2)c(F)c1Br the results were CendR NRP1 mod 2, STEP inh 3, SKN-1 block 14, Neddyl block inactive, SUMO1-SIM PPI -14, Tb MetRS inh 0.0, DNMT1 inh -1, Scp1 inh -13, LMPTP inh -0.1 and NadD inh 5.

Other structures follow.
`COc1ccc(S(=O)(=O)NC(CC(=O)N2CCC3(CC2)OCCO3)c2ccco2)cc1` (configuration not stated) gave CendR NRP1 mod 1, STEP inh -2, SKN-1 block 18, Neddyl block inactive, SUMO1-SIM PPI -4, Tb MetRS inh -0.5, DNMT1 inh 3, Scp1 inh -7, LMPTP inh -0.8 and NadD inh 0.
`NC(C(=O)O)c1cc(=O)[nH]o1` (configuration not stated) gave CendR NRP1 mod 4, STEP inh 1, SKN-1 block -8, Neddyl block inactive, SUMO1-SIM PPI 1, Tb MetRS inh -1.4, DNMT1 inh 3, Scp1 inh -1, LMPTP inh -1.9 and NadD inh 5.
For O=C(c1ccc2c(c1)N(Cc1ccc(F)cc1)CCS2)N1CCC2(CC1)OCCO2 the results were CendR NRP1 mod -8, STEP inh 3, SKN-1 block 10, Neddyl block inactive, SUMO1-SIM PPI -5, Tb MetRS inh -0.1, DNMT1 inh -6, Scp1 inh 4, LMPTP inh 1.5 and NadD inh 7.
`Cc1ccc(C(=O)NC2CC3CCC(C2)N3)cc1` (configuration not stated) gave CendR NRP1 mod 4, STEP inh 4, SKN-1 block -2, Neddyl block inactive, SUMO1-SIM PPI 27, Tb MetRS inh 0.1, DNMT1 inh 4, Scp1 inh 2, LMPTP inh 1.4 and NadD inh -2.
`COc1ccc2c(c1)c(CCN)c(C)n2Cc1ccccc1` gave CendR NRP1 mod -19, STEP inh -1, SKN-1 block -3, Neddyl block inactive, SUMO1-SIM PPI 7, Tb MetRS inh -0.8, DNMT1 inh -4, Scp1 inh 0, LMPTP inh -0.9 and NadD inh -9.

Of the compounds above, these contain a nitro group on carbon.
For CC1([N+](=O)[O-])COP(=O)(NCc2cccnc2)OC1 (configuration not stated) the results were CendR NRP1 mod 9, STEP inh 0, SKN-1 block -2, Neddyl block inactive, SUMO1-SIM PPI 5, Tb MetRS inh 0.0, DNMT1 inh 4, Scp1 inh -5, LMPTP inh -1.2 and NadD inh 1.
For O=[N+]([O-])c1ccc(N2CCCC2)c(F)c1Br the results were CendR NRP1 mod 2, STEP inh 3, SKN-1 block 14, Neddyl block inactive, SUMO1-SIM PPI -14, Tb MetRS inh 0.0, DNMT1 inh -1, Scp1 inh -13, LMPTP inh -0.1 and NadD inh 5.

Some of the compounds tested; rates above refer to the full screens.
